West Nile virus CPE – West Nile virus antiviral activity, cell-based, CPE readout (AID 1621); CPE inhibition, % at 10 µM; hits with a dose series show IC50 in µM; 290,000 tested, 0.02% active; West Nile virus-infected cells, CPE inhibition; higher % means a stronger effect; in the data active means a potency from the dose series; inconclusive means CPE inhibition mostly from about 3.7% at the one dose, without a potency; inactive means the rest, 99 in 100 with CPE inhibition below about 2.2%; further: strong numbers were not always called active
CSM14.1 death rescue – rescue of cells from ER stress-induced death, primary screen, 384-well, CSM14.1, thapsigargin, ATP luminescence (AID 1222); CSM14.1 thapsigargin-induced death rescue, ATP luminescence; higher % means a stronger effect; cellular ATP content (survival), % at 20 µM, or EC50 in µM where a hit was titrated; 190,000 tested, under 10 active;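 active means EC50 below 50 µM in the dose-response confirmation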;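 further: death triggered by thapsigargin at about 15 µM added after 2 h compound pretreatment; cell ATP read after overnight thapsigargin exposure of roughly 18 to 22 hours; normalized against plate controls of thapsigargin alone and 5% DMSO vehicle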
XIAP displacement – small molecules displacing peptide from XIAP – biochemical, IAP family, fluorescence polarization (AID 1018). 200,000 tested, 0.007% active. XIAP BIR domain, fluorescence polarization peptide displacement; higher % means a stronger effect. displacement, % at 20 µM; hits with a dose series show IC50 in µM; in the data active means displacement above about 50%; further: a part of the inactive calls stands beside numbers as strong as those of hits
WT yeast gro inh – growth inhibition of WT yeast, mitochondrial fusion screen; mitochondrial fusion phenotypic screen, WT strain; inhibition, % at 10 µM; AID 1362; 190,000 tested, 2.1% active; in the data active means inhibition above about 58%; tested in S. cerevisiae
Yfh1-off respiration – enhancers of respiration in Yfh1-depleted yeast, dose response, Friedreich's ataxia, plus single-dose screen (AID 1465); S. cerevisiae Yfh1-off respiration, WST-1 reduction, 72 h; higher fold induction means a stronger effect; fold induction at 50 µM; hits with a dose series show EC50 in µM; 220,000 tested, 0.074% active;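 active means fold induction of absorbance versus untreated yeast above a set limit, then at least 30% activation at any dose in follow-up; inconclusive means repeats straddling the limit, or above it without dose testing; inactive means fold induction below the set limit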;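 further: activators that raise dye reduction in frataxin-depleted yeast; strong numbers were not always called active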
NS5 inhibitors – Dengue-2 NS5 methyltransferase inhibitors, primary screen, biochemical, confirmation dose response (AID 588689); Dengue-2 NS5 methyltransferase capping enzyme assay, biochemical; higher % means a stronger effect; inhibition, % at 25 µM; hits with a dose series show IC50 in µM; 340,000 tested, 0.3% active; in the data active means a potency from the dose series; inconclusive means inhibition above about 29% without an active follow-up result
SV40 large T antigen – SV40 large T antigen inhibitors, biochemical (AID 1903); 310,000 tested, 0.39% active; SV40 large T antigen ATPase/helicase inhibition assay; higher % means a stronger effect; inhibition, % at 20 µM, or IC50 in µM where a hit was titrated; in the data active means a potency from the dose series; inconclusive means inhibition mostly from about 32% at the one dose, without a potency; inactive means the rest, 99 in 100 with inhibition below about 32%; further: strong numbers were not always called active
RSV CPE inhibition – RSV antiviral activity via CPE protection, HEp-2 cells, primary 10 µM value included (AID 2391); HEp-2 cells, RSV-induced CPE inhibition; higher % means a stronger effect; CPE inhibition, % at 10 µM, or IC50 in µM where a hit was titrated; 310,000 tested, 0.13% active; in the data active means a potency from the dose series; inconclusive means CPE inhibition mostly from about 23% at the one dose, without a potency; inactive means the rest, 99 in 100 with CPE inhibition below about 21%; further: strong numbers were not always called active
UTI89 phage lysis – protection from phage-mediated lysis, alamar blue read-out – E. coli UTI89, K1F phage, bacterial capsule biogenesis inhibitors (AID 488966); E. coli UTI89 K1F phage lysis, alamar blue, 2 h; higher % means a stronger effect; inhibition, % at 100 µM, or IC50 in µM where a hit was titrated; 340,000 tested, 0.02% active;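 active means phage lysis inhibition, versus mean bacterial control, above a set limit; inconclusive means no clear call, values can overlap the other calls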;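 further: capsule biogenesis inhibitors block K1F phage lysis so surviving cells raise fluorescence; higher fluorescence means more inhibition of phage lysis; actives were called in the ten point dose series up to 300 µM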
WT yeast gro inh mutant strain – recorded beside WT yeast gro inh, whose call it bears; inhibition, %; mitochondrial fusion phenotypic screen, mutant strain inhibition
* marks the source's active call; other numbers are inactive results; i = inactive; ? = inconclusive; / = not tested or not shown; [ ] = another dose, or the depositor's remark.

SMILES	West Nile virus CPE	CSM14.1 death rescue	XIAP displacement	WT yeast gro inh	WT yeast gro inh mutant strain	Yfh1-off respiration	NS5 inhibitors	SV40 large T antigen	RSV CPE inhibition	UTI89 phage lysis
COc1ccccc1C(CNC(=O)c1cccc(NS(=O)(=O)c2ccc(Br)cc2)c1)N(C)C (stereo not drawn)	/	/	/	/	/	/	-10%	-3%	-2.1%	0.4%[50 µM]
COc1ccccc1NC1=C(Cl)C(=O)N(C2CCCCC2)C1=O	/	-1.1%	-3.6%	70*	1.2*	/	-3%	-1%	1.9%	0.3%
COc1ccccc1N1CCN(C2CCN(S(=O)(=O)c3ccc4ccccc4c3)CC2)CC1	-0.9%	0.0%	-3.1%	21	2	i	-6%	-3%	?	0.7%
COc1cc(C(=O)NCCC(=O)NC(C)CCc2ccccc2)cc(OC)c1OC (stereo not drawn)	-0.2%	/	/	/	/	/	0%	6%	0.7%	0.2%
Cc1c(/C=N/NC(=O)C(C)(C)Oc2ccc(Cl)cc2)cnn1C	16%	-2.6%	-4.9%	-3	-7	i	-10%	9%	/	-0.4%
CCCc1nc2c([nH]1)C(c1cccnc1)C(C#N)=C(N)O2 (stereo not drawn)	-0.6%	-0.9%	-3.5%	-18	-7	i	-2%	9%	0.8%	2.0%[50 µM]
O=C(Oc1cccc(Br)c1)c1cccnc1	1.3%	-0.7%	-4.6%	-5	24	i	3%	5%	1.3%	0.4%
CC(=O)c1cccc(OCCCOc2cccc3cccnc23)c1	-1.1%	/	/	/	/	/	-8%	8%	1.6%	0.6%
NC(=O)CC(NC(=O)c1ccccc1)c1ccc(NC2CCCC2)c([N+](=O)[O-])c1 (stereo not drawn)	-0.2%	/	/	/	/	i	-1%	5%	0.2%	1.5%
COc1ccc(CNC(=O)CN(Cc2ccccc2)C(=O)c2csnn2)cc1	-0.7%	1.3%	-1.8%	-1	8	i	-5%	17%	1.0%	0.0%
COc1ccc(N2C(S)=C(C#N)C(=O)NC23CCCCC3)cc1	0.3%	-1.4%	-6.9%	-4	4	i	15%	25%	-1.3%	-0.5%
Cc1cnc(NC(=O)Cc2cccs2)s1	0.3%	0.0%	-9.8%	8	-7	i	-8%	1%	-2.2%	-0.4%
Cc1[nH]c2ccccc2c1C1C(c2ccccc2)=NN=C(C(C)C)N1O (stereo not drawn)	0.3%	0.9%	-5.1%	1	11	i	-12%	5%	1.7%	-0.1%
Cc1cccc(C)c1OCC(=O)N=Nc1c(O)[nH]c2ccc(Br)cc12	/	-2.8%	-20%	51	38	/	1%	5%	6.5%	6.2%
NC(=O)C1(NC(=O)[C@@H]2CC3(CC(c4cccc(NC(=O)[C@@H]5CCC(=O)N5)c4)=NO3)CN2C(=O)c2cnccn2)CC1 (stereo partly drawn)	-0.3%	-1.3%	-3.5%	-14	-8	i	0%	2%	1.8%	1.4%
Cc1ccc(NC(=O)Cn2nc(C)c(S(=O)(=O)N(C)C)c2C)cc1	-0.1%	-2.3%	-3.7%	-6	10	i	2%	8%	2.9%	0.3%
Cc1ccccc1CSc1nc2ccccc2c(=O)[nH]1	-1.1%	-1.1%	-0.5%	-11	3	i	-1%	3%	2.5%	0.3%
Cc1cccc(NC(=O)N2CCCC2C(=O)Nc2ccccc2)c1 (stereo not drawn)	-0.1%	-1.4%	-3.1%	-12	6	i	-9%	20%	1.7%	0.0%
O=C(O)CC(NC(=O)c1ccc2c(c1)OCO2)c1cccc([N+](=O)[O-])c1 (stereo not drawn)	0.3%	-1.4%	-2.8%	-46	0	i	/	8%	1.5%	/
Cc1cc2ncn(C(=O)c3c(-c4ccccc4)noc3C)c2cc1C	0.8%	-0.9%	1.2%	8	14	i	-3%	8%	1.5%	3.6%
O=C(/C=C/c1ccc2c(c1)OCO2)c1ccc(F)cc1	0.5%	-4.7%	-6.5%	28	-7	i	-15%	4%	0.8%	1.2%
NC(=O)C(CCC(=O)c1ccc(Br)cc1)S(=O)(=O)c1ccccc1 (stereo not drawn)	-1.6%	-0.2%	-4.4%	5	0	i	-2%	5%	3.0%	0.4%
Cc1ccc(S(=O)(=O)c2cc3c(=O)n4ccccc4nc3n(CCc3ccccc3)c2=N)cc1	0.5%	/	/	/	/	/	?	-30%	2.2%	0.2%
COc1ccc(C(=O)NCC(=O)N2CCC(C)CC2)cc1OC	0.0%	-0.6%	-8.4%	2	0	i	-2%	0%	1.5%	1.2%
Cc1ccc(C(=O)C2CCN(C(=S)NCCCOC(C)C)CC2)cc1	-1.5%	/	/	/	/	/	-1%	25%	8.3%	-1.7%
SMILES	West Nile virus CPE	CSM14.1 death rescue	XIAP displacement	WT yeast gro inh	WT yeast gro inh mutant strain	Yfh1-off respiration	NS5 inhibitors	SV40 large T antigen	RSV CPE inhibition	UTI89 phage lysis
COc1ccccc1NS(=O)(=O)c1ccc2oc(SCc3ccc(C#N)cc3)nc2c1	0.5%	-1.4%	-11%	9	-18	i	-7%	3%	3.1%	-0.2%
O=C(Cn1cc2c(n1)CCCCC2)NCc1ccccn1	-0.1%	-1.1%	19%	-4	-11	i	-1%	1%	0.3%	3.7%
Cc1ccc(NS(=O)(=O)c2cc(-c3cc(C)no3)ccc2C(C)C)nc1	0.0%	/	/	/	/	/	5%	13%	1.4%	0.1%
CC(C)NS(=O)(=O)c1ccc(NC(=O)NC2CCCCC2)cc1	-0.8%	-2.1%	-7.5%	-16	-5	i	-4%	10%	2.8%	0.5%[50 µM]
Cc1cc(NC(=O)CSc2nnc(-c3ccc(S(=O)(=O)N4CCCC4)cc3)n2C)no1	-0.1%	-1.5%	-4.5%	28	28	i	-3%	6%	0.7%	0.2%
CCCc1nc2oc3c(NCCN(C)C)ncnc3c2c2c1CCCC2	?	1.3%	-2.0%	-1	7	i	-4%	17%	2.5%	-0.5%
Cc1cc(OCC(=O)NC(Cc2ccc(Cl)cc2)C(=O)O)c2c(C)c(C)c(=O)oc2c1 (stereo not drawn)	0.4%	/	/	/	/	/	-6%	-2%	0.2%	?
COc1cc2c(cc1OC)C(COc1ccc([N+](=O)[O-])cc1)N(C(C)=O)CC2 (stereo not drawn)	-0.2%	/	/	/	/	/	-2%	10%	2.1%	-0.1%
CCOc1cc(S(=O)(=O)NCc2ccccc2)c(OCC)cc1-n1cnnn1	-0.3%	/	/	/	/	i	-3%	/	1.1%	1.7%
O=C(CN(C(=O)CCC(=O)Nc1nccs1)c1ccccc1F)NCCc1ccccc1	-0.2%	/	/	/	/	/	-6%	0%	-0.4%	0.3%
CCn1ccnc1CN(C)C(=O)c1cc(COc2c(F)cccc2F)on1	-0.6%	1.5%	-10%	-4	-5	i	0%	1%	0.3%	0.1%
C=CCN(CC=C)C(=O)c1ccncc1	0.8%	-1.8%	-11%	-33	19	i	3%	1%	0.2%	-0.1%
Cc1ccc(C)c(NC(=O)c2oc(=O)c3ccccc3c2-c2ccccc2)c1	-0.4%	2.1%	-3.7%	40	16	i	1%	8%	18%	0.6%[50 µM]
CC(C)c1[nH]c(=O)c(C#N)c2c1COC(C)(C)C2	0.2%	-3.6%	-3.0%	-7	0	i	-3%	0%	0.5%	0.5%
Cc1ccc(NC(=O)N(Cc2ccco2)C(C)c2ccco2)cc1C (stereo not drawn)	-0.4%	-0.2%	-5.6%	0	6	i	-1%	-8%	?	4.5%
COc1ccc([C@@H]2CC=C(C(=O)O)[C@H](c3ccccc3)N2S(=O)(=O)c2ccc(C)cc2)cc1OC	/	/	/	/	/	/	-7%	29%	1.6%	-3.5%
COc1ccc(C2=NN(C(C#N)c3ccc(OC)cc3)C(c3ccccc3)C2)cc1 (stereo not drawn)	-0.3%	-0.7%	-5.9%	0	-7	i	-3%	-4%	3.1%	0.1%
Cc1nn(C(C)C(=O)NC2CCC(C)CC2)c(=O)c2nn(-c3ccccc3)c(C)c12 (stereo not drawn)	-0.4%	/	/	/	/	/	-7%	9%	/	0.9%
O=C1CCN(Cc2ccccc2)N1	0.0%	/	/	/	/	/	3%	6%	-0.4%	0.1%
N#C/C(=C/c1ccccc1[N+](=O)[O-])c1nc(C2CC2)cs1	-0.2%	-1.5%	-2.1%	39	38	i	-3%	6%	17%	6.1%
CCOC(=O)c1cc(S(=O)(=O)NC2CCCCC2)cn1C	-0.4%	/	/	/	/	/	-5%	4%	1.6%	0.0%
O=C(Cc1ncc(C(F)(F)F)cc1Cl)NNc1cccc(F)n1	-0.9%	/	/	/	/	/	-3%	1%	3.0%	0.1%
Nc1nc(CSC(=S)N2CCOCC2)nc(Nc2ccccc2)n1	-0.9%	-1.1%	-1.0%	-10	-1	i	1%	0%	1.7%	1.7%[50 µM]
C=CCOc1ccc(/C=N/NC(=O)CN2CCCCC2)cc1OC	-0.3%	/	/	/	/	/	/	13%	2.9%	-1.0%
Cc1ccc(NC(=O)Cn2cccc2)c(C)c1	-0.5%	1.9%	-6.0%	5	6	i	-2%	2%	1.7%	0.0%
SMILES	West Nile virus CPE	CSM14.1 death rescue	XIAP displacement	WT yeast gro inh	WT yeast gro inh mutant strain	Yfh1-off respiration	NS5 inhibitors	SV40 large T antigen	RSV CPE inhibition	UTI89 phage lysis
O=C(CN1CCN(S(=O)(=O)c2ccccc2)CC1)NC1CC1	-0.1%	/	/	/	/	/	-2%	2%	0.2%	0.3%
Cc1ccc(/C=N/NC(=O)c2sccc2OCc2ccc(F)cc2)cc1	-0.1%	-2.7%	-8.3%	-13	-16	i	-6%	-2%	1.6%	0.5%
COc1ccc(-c2ncc3ccccn23)cc1OC	0.3%	-3.3%	-6.1%	-23	-4	i	-3%	3%	4.4%	-0.1%
O=C(N/N=C/c1ccc([N+](=O)[O-])cc1)C(=O)N1CCCC1	-0.1%	-1.1%	-7.8%	11	11	i	17%	10%	0.5%	0.1%
COc1ccc(NC(=O)C(OC(=O)c2cnc(C)cn2)c2ccccc2)cc1Cl (stereo not drawn)	/	/	/	/	/	/	3%	11%	-0.3%	0.3%[50 µM]
CCn1c2ccccc2c2cc(NC(=O)COc3ccccc3OC)ccc21	0.1%	-1.3%	-2.7%	-13	-21	i	3%	4%	2.5%	7.3%
CCc1cc2c(=O)c(-c3nc4ccccc4n3C)c(C)oc2cc1OC(C)=O	-0.4%	/	/	/	/	/	6%	5%	-1.1%	1.2%
Cn1cnc(S(=O)(=O)Nc2ccc(OC(F)(F)F)cc2)c1	0.7%	6.0%	-1.5%	-10	6	i	-4%	6%	1.2%	-0.1%

Just NS5 inhibitors and UTI89 phage lysis (3 entries from above):
| Structure | NS5 inhibitors | UTI89 phage lysis |
| --- | --- | --- |
| COc1ccc(NC(=O)C(OC(=O)c2cnc(C)cn2)c2ccccc2)cc1Cl (stereo not drawn) | 3% | 0.3%[50 µM] |
| O=C(N/N=C/c1ccc([N+](=O)[O-])cc1)C(=O)N1CCCC1 | 17% | 0.1% |
| CCc1cc2c(=O)c(-c3nc4ccccc4n3C)c(C)oc2cc1OC(C)=O | 6% | 1.2% |

Screens deposited in PubChem by several laboratories.
